West Nile antiviral: West Nile virus antiviral activity, cell-based, CPE readout (AID 1621) | West Nile virus-infected cells, CPE inhibition; higher % means a stronger effect | CPE inhibition, % at 10 µM; hits with a dose series show IC50 in µM | actives 0.02% (n = 290,000); in the data active = a potency from the dose series; inconclusive = CPE inhibition mostly from about 3.7% at the one dose, without a potency; inactive = the rest, 99 in 100 with CPE inhibition below about 2.2%; also: strong numbers were not always called active
ER stress rescue: protection against thapsigargin-triggered cell killing – 384-well, CSM14.1, ATP luminescence, primary screen (AID 1222). CSM14.1 thapsigargin-induced death rescue, ATP luminescence; higher % means a stronger effect. cellular ATP content (survival), % at 20 µM; hits with a dose series show EC50 in µM. 190,000 tested, under 10 active;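 active = EC50 below 50 µM in the dose-response confirmation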;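 also: death triggered by thapsigargin at about 15 µM added after 2 h compound pretreatment; cell ATP read after overnight thapsigargin exposure of roughly 18 to 22 hours; normalized against plate controls of thapsigargin alone and 5% DMSO vehicle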
GPR35 arrestin U2OS: inhibition of zaprinast-stimulated GPR35 beta-arrestin translocation – imaging, U2OS, beta-arrestin-GFP, zaprinast agonist, primary screen (AID 2058); U2OS GPR35 beta-arrestin-GFP translocation imaging, zaprinast antagonism; higher % means a stronger effect; inhibition, % at 10 µM, or IC50 in µM where a hit was titrated; actives 0.052% (n = 290,000);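 active = inhibition of at least 50% with at least 30 cells and total cytoplasm GFP at most 10,000,000; inconclusive = under 30 cells or total GFP of 10,000,000 plus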
MgcRacGAP inhibition: MgcRacGAP GTPase-activating activity inhibitors, confirmation, biochemical, ADP Hunter fluorescence | MgcRacGAP-stimulated Rac1 GTP hydrolysis, ADP Hunter fluorescence; higher % means a stronger effect; GST-tagged Rac1 F28L mutant substrate | inhibition, % at 30 µM; hits with a dose series show IC50 in µM | actives 0.6% (n = 340,000) | AID 624330;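 active = first-screen hits whose inhibition reached a set limit at any dose in the follow-up dose series; inconclusive = inhibition above the set first-screen limit but never retested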;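 also: fluorescence reports GDP produced by GAP-driven GTP hydrolysis; strong numbers were not always called active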
Dengue-2 NS5 capping: flavivirus cap methylation enzyme inhibition – biochemical, confirmation dose response, primary screen (AID 588689) | Dengue-2 NS5 methyltransferase capping enzyme assay, biochemical; higher % means a stronger effect | inhibition, % at 25 µM; hits with a dose series show IC50 in µM | actives 0.3% (n = 340,000); in the data active = a potency from the dose series; inconclusive = inhibition above about 29% without an active follow-up result
RSV antiviral HEp-2: RSV antiviral activity via CPE protection, HEp-2 cells, primary 10 µM value included (AID 2391). one-dose CPE inhibition, % at 10 µM; IC50 in µM for titrated hits. actives 0.13% (n = 310,000). HEp-2 cells, RSV-induced CPE inhibition; higher % means a stronger effect; in the data active = a potency from the dose series; inconclusive = CPE inhibition mostly from about 23% at the one dose, without a potency; inactive = the rest, 99 in 100 with CPE inhibition below about 21%; also: strong numbers were not always called active
LYP phosphatase: PTPN22 lymphoid phosphatase activity blockers – biochemical, fluorescence intensity, uHTS (AID 1779). recombinant LYP phosphatase, fluorescence intensity; higher % means a stronger effect. one-dose inhibition, % at 11.5 µM; IC50 in µM for titrated hits. actives 0.054% (n = 290,000); in the data active = inhibition above about 50%;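 also: plate controls were vehicle with enzyme for no effect and no enzyme for full effect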
Large T inhibition: SV40 large T antigen inhibitors, biochemical (AID 1903); one-dose inhibition, % at 20 µM; IC50 in µM for titrated hits; SV40 large T antigen ATPase/helicase inhibition assay; higher % means a stronger effect; actives 0.39% (n = 310,000); in the data active = a potency from the dose series; inconclusive = inhibition mostly from about 32% at the one dose, without a potency; inactive = the rest, 99 in 100 with inhibition below about 32%; also: strong numbers were not always called active
Salmonella PhoP GFP: inhibitors of PhoP regulon expression, primary screen, Salmonella Typhimurium, GFP reporter (AID 1863); inhibition, % at 50 µM; hits with a dose series show IC50 in µM; actives 0.16% (n = 300,000); S. Typhimurium PhoP-regulated promoter GFP reporter, 4 h; higher % means a stronger effect;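 active = inhibition over 29.93%, a cutoff 3 SD above the screen mean, later confirmed by dose response; inconclusive = inhibition over 29.93% but no dose response follow-up; inactive = inhibition at most 29.93% or unconfirmed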;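 also: 0% = low Mg2+ inducing control and 100% = high Mg2+ repressing control; strong numbers were not always called active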
Dengue-2 NS5 capping pilot replicate: further read-out of Dengue-2 NS5 capping, marked with its call; inhibition, %; measured here: pilot screen replicate inhibition
An asterisk follows results filed as active; ? = inconclusive; nt = no result given.

SMILES	West Nile antiviral	ER stress rescue	GPR35 arrestin U2OS	MgcRacGAP inhibition	Dengue-2 NS5 capping	RSV antiviral HEp-2	LYP phosphatase	Large T inhibition	Salmonella PhoP GFP	others
CCOc1cc(NS(=O)(=O)c2ccc(NC(C)=O)cc2)c(OCC)cc1NC(=O)c1cccs1	-0.5%	-2.7%	-1%	-1%	1%	1.4%	0%	24µM*	-7%
NS(=O)(=O)c1ccc(CCNC(=O)Nc2ccc(Cl)c(Cl)c2)cc1	-0.2%	0.1%	11%	2%	-1%	9.0%	-8%	6%	-1%
Oc1cc2c(cc1O)[C@@H](c1ccccc1)CNCC2	0.5%	-0.4%	-8%	6%	-1%	nt	2%	2%	3%
CCOC(=O)NC(N(O)c1cccc(Cl)c1)C(Cl)(Cl)Cl (centres undefined)	-0.2%	nt	3%	nt	nt	2.2%	-5%	18%	-11%
CC(=O)c1ccc(NC(=O)C2=CC(c3ccco3)=NS(=O)(=O)N2C)cc1	0.6%	nt	-10%	-11%	-2%	4.7%	-6%	18%	4%
CC1(C)Cc2nc(-c3ccccc3)n3cnnc3c2CO1	-0.3%	2.5%	-4%	5%	2%	0.4%	-2%	20%	1%
O=C(CN1C(=O)COc2ccccc21)NCCN1CCC(Cc2ccccc2)CC1	-0.2%	0.3%	-6%	8%	-15%	-2.7%	3%	0%	8%
COc1ccc(-c2[nH]ncc2CN2CCN(Cc3cccs3)CC2)cc1F	-0.8%	0.8%	17%	-7%	-6%	-0.2%	-6%	21%	-9%
CCOC(=O)C1CCN(C(=O)CCCn2nc(C)c3c(C)n(-c4ccc(C)cc4)nc3c2=O)CC1	-0.4%	nt	-10%	-19%	-7%	2.6%	-6%	5%	-7%
C=CCn1c(SCc2ccc(C(=O)Nc3nccs3)cc2)nnc1-c1ccc(C)c(Cl)c1	0.2%	5.6%	-8%	17%	-1%	17%	1%	9%	13%
O=Cc1cn(CCC(=O)O)nc1-c1cccc(Cl)c1	0.5%	-0.3%	-6%	-7%	-4%	-0.2%	-5%	8%	9%
CN(CC(=O)NCCc1ccccn1)S(=O)(=O)c1ccc(Cl)cc1	-0.4%	0.0%	4%	9%	-5%	0.8%	-1%	7%	8%
Cc1ccc(S(=O)(=O)NCC2COc3ccccc3O2)cc1 (centres undefined)	-1.0%	-1.0%	1%	9%	2%	1.9%	-11%	10%	0%
O=C(NNC(=O)c1ccc2ncccc2c1)c1ccc(Cl)cc1	0.4%	-1.0%	-10%	6%	-7%	0.9%	-4%	-1%	-1%
O=C(O)c1ccccc1/C=N/Nc1nc(N2CCCCC2)nc(N2CCCCC2)n1	-0.1%	-0.9%	-7%	nt	nt	2.1%	-1%	11%	-1%
NC(=O)CCS(=O)(=O)c1ccccc1	0.8%	1.0%	8%	0%	-4%	0.6%	-7%	-1%	-2%
COc1ccc(NC(=O)c2c3c(nc4ccccc24)CCC3)cc1	nt	3.7%	11%	6%	4%	1.2%	-10%	1%	-11%
O=C(CNC(=O)c1ccco1)NCC(=O)OCC(=O)c1ccc(Cl)c([N+](=O)[O-])c1	2.4%	nt	-5%	-17%	-5%	1.6%	-2%	6%	7%
CCCN(CCC)CCNC(=O)C1c2ccccc2C(=O)N2CCc3ccccc3C12 (centres undefined)	0.1%	-0.6%	-7%	2%	6%	0.1%	-10%	5%	0%
CCOCCSc1n[nH]c(=O)n1CCc1ccccc1	0.7%	nt	-10%	6%	1%	7.0%	-8%	3%	-3%
CCn1nnnc1NC(=O)c1cccc(OC)c1	0.5%	-1.8%	12%	12%	0%	0.7%	-8%	4%	3%
CCOC(=O)c1cc(C)sc1NC(=O)CN1CCN(C(=O)c2ccco2)CC1	0.2%	nt	-8%	3%	-9%	3.3%	-3%	6%	0%
COc1cccc(CN(CC(=O)NCc2ccco2)C(=O)CNS(=O)(=O)c2ccccc2)c1	0.3%	nt	-12%	4%	-9%	1.2%	1%	6%	-2%
Fc1ccc(N2CCN(c3ccc4c(C(F)(F)F)cc(C(F)(F)F)nc4n3)CC2)cc1	-0.9%	6.1%	-11%	7%	-3%	8.1%	1%	3%	-2%	Dengue-2 NS5 capping pilot replicate=4.9
COc1ccc(C2C(C(=O)N3CCOCC3)c3ccccc3C(=O)N2c2ccc(OC)cc2)cc1 (centres undefined)	-0.5%	-1.1%	-5%	1%	5%	1.8%	4%	16%	-3%
COc1cc2c(cc1OC)CN(CC(=O)Nc1ccc3c(c1)OCO3)CC2	-0.3%	-0.7%	5%	6%	-4%	0.4%	-9%	4%	2%
O=C1CS/C(=N/N=C/c2c[nH]c3ccccc23)N1	0.3%	nt	5%	nt	nt	3.9%	-8%	6%	-6%
Cc1oc(-c2cccs2)nc1CN1CCN(C2CCCC2)C(CCO)C1 (centres undefined)	-0.5%	-0.3%	19%	10%	-2%	-1.6%	-8%	-17%	5%
COc1ccc(C2(C(=O)Nc3ccc(S(N)(=O)=O)cc3)CCCC2)cc1	0.0%	0.2%	5%	4%	nt	3.7%	-3%	8%	0%
CC(C)c1ccc(NS(=O)(=O)c2ccc3c(c2)NC(=O)CO3)cc1	-1.6%	nt	-11%	10%	-15%	?	-4%	8%	-12%
O=C(CN1C(=O)NC(Cc2c[nH]c3ccccc23)C1=O)NCC(F)(F)F (centres undefined)	-0.6%	nt	7%	7%	4%	0.4%	-4%	4%	5%
Cc1cc(N2CC(C(=O)Nc3nccs3)CC2=O)ccc1C(C)C (centres undefined)	-0.9%	nt	-5%	6%	-1%	9.4%	-4%	30%	-4%
COc1ccc(NC(=O)c2csc(Cc3ccc(Cl)cc3)n2)cc1	0.0%	2.9%	-12%	6%	1%	1.1%	0%	8%	-2%
CCC(=O)Nc1ccc(NC(=O)c2cccc3ccccc23)cc1	-0.2%	nt	10%	-2%	-13%	1.6%	-10%	9%	-2%
C/C(=N/NS(=O)(=O)c1cccc([N+](=O)[O-])c1)c1ccc2c(c1)OCO2	0.0%	nt	0%	8%	-4%	1.6%	-9%	15%	7%
CC1Sc2ccc(S(=O)(=O)CCC(=O)Nc3ccc(C(C)C)cc3)cc2NC1=O (centres undefined)	-0.5%	nt	6%	-21%	-9%	14%	-7%	-1%	-4%
Cc1cc(C)c(NC(=O)c2cccs2)c(C)c1NC(=O)c1cccs1	0.3%	nt	3%	5%	-2%	0.8%	-6%	-6%	3%
Cc1cc(C(F)(F)F)n2nc(C)c(-c3ccc(Cl)cc3)c2n1	-0.2%	-0.1%	-1%	9%	0%	1.9%	-8%	10%	-6%
Cn1c(=O)n(Cc2ccc(Cl)cc2)c2ccccc21	1.0%	4.5%	-8%	0%	-1%	14%	-2%	3%	16%
O=S(=O)(NCc1cccnc1)c1ccc2c(c1)OCCO2	-0.2%	0.1%	8%	9%	-1%	4.8%	-2%	4%	-4%
O=C(CSc1nnc(-c2ccc(O)cc2)n1Cc1ccco1)c1cccs1	0.3%	3.5%	14%	11%	11%	-1.5%	-11%	12%	11%
CCc1nn(CC(=O)NCc2cccnc2)c(=O)c2cc3occc3n12	0.0%	nt	-16%	8%	-5%	nt	-6%	10%	0%
Cc1ccccc1OCC(=O)OC(C)CN1CCN(C)CC1 (centres undefined)	0.7%	-1.1%	-20%	9%	2%	1.4%	-16%	4%	-16%
O=C(O)c1cc(N/N=C/c2cccc3ccccc23)ccc1Cl	0.1%	nt	-3%	11%	7%	2.2%	4%	>100µM*	-8%
O=C(N/C(=C\c1ccc(Br)cc1)C(=O)N1CCCC1)c1cccs1	0.2%	-9.0%	0%	-19%	0%	2.4%	-1%	9%	4%
Cc1ccc(-c2csc(N3N=C(c4ccccc4)/C(=C\c4ccc(N(C)C)cc4)C3=O)n2)cc1	nt	-1.5%	-8%	nt	nt	3.5%	-1%	7%	?
O=C(CN1CCN(S(=O)(=O)c2ccccc2)CC1)Nc1cccc(C(F)(F)F)c1	-1.7%	-1.3%	-3%	-2%	3%	21%	-7%	13%	0%
O=C(NCC(=O)N1CCN(S(=O)(=O)/C=C/c2ccccc2)CC1)c1ccccc1F	-1.5%	3.5%	5%	-3%	4%	0.6%	-5%	2%	6%
COc1cc(Nc2nc3ccccc3n3nnnc23)cc(OC)c1OC	0.6%	-1.5%	0%	6%	6%	2.5%	-8%	8%	-4%
CCOc1ccc(C(=O)C2CCN(C(=O)c3ccccc3C(=O)O)CC2)cc1	0.4%	-2.3%	-2%	-22%	2%	-0.2%	-2%	-1%	-10%
Cc1nn(C)cc1CN(C)C(=O)CCc1nnc(CCC2CCCCC2)o1	-0.5%	-1.0%	12%	11%	-7%	0.2%	4%	20%	-8%
Clc1ccc(Cc2nn3c(Cn4nnc5ccccc54)nnc3s2)cc1	-1.4%	-0.6%	4%	11%	-8%	4.1%	2%	-17%	27%
O=c1[nH]c2cnccc2n1-c1ccccc1	0.0%	-1.3%	-6%	6%	-3%	-0.2%	-5%	5%	13%
Cc1ccc(C2CC(c3ccc(NS(C)(=O)=O)cc3)=NN2C(=O)c2ccco2)cc1 (centres undefined)	-0.8%	1.4%	-4%	6%	-5%	13%	7%	7%	2%
COc1ccc(NC(=O)c2ccc(S(=O)(=O)N3CCOCC3)cc2)c(OC)c1	0.8%	-1.3%	-18%	2%	-4%	5.7%	-1%	6%	-8%	Dengue-2 NS5 capping pilot replicate=-4.2
COc1ccc(O)c(CN2CCN(CCc3ccccc3)C(CCO)C2)c1 (centres undefined)	-0.5%	0.3%	1%	1%	-3%	-1.2%	-6%	10%	7%
Cn1c(=O)oc2cc(S(=O)(=O)NCc3ccccn3)ccc21	0.3%	-0.6%	8%	0%	-1%	1.6%	-8%	2%	23%
O=C(NC1CCCCC1)c1ccc(-c2ccccc2[N+](=O)[O-])o1	0.1%	nt	-7%	4%	-3%	5.6%	-2%	15%	-3%
Cc1oc(C(C)(C)C)cc1C(=O)Nc1ccc2c(c1)OCO2	-0.8%	nt	-15%	nt	nt	16%	-1%	12%	0%

Two compounds drawn at random from those above:
SMILES	West Nile antiviral	ER stress rescue	GPR35 arrestin U2OS	MgcRacGAP inhibition	Dengue-2 NS5 capping	RSV antiviral HEp-2	LYP phosphatase	Large T inhibition	Salmonella PhoP GFP	others
Cc1nn(C)cc1CN(C)C(=O)CCc1nnc(CCC2CCCCC2)o1	-0.5%	-1.0%	12%	11%	-7%	0.2%	4%	20%	-8%
Clc1ccc(Cc2nn3c(Cn4nnc5ccccc54)nnc3s2)cc1	-1.4%	-0.6%	4%	11%	-8%	4.1%	2%	-17%	27%

Screens: PubChem BioAssay, several laboratories
